EPAC1 antag: EPAC1 (human) antagonism; 360,000 tested, 0.14% active; Potency, µM (highest dose often 115 µM), for inactives: at the highest dose activity change, negative = inhibition, most hits filed as inhibitors; O95398; EPAC1 GEF assay, Rap1b-BODIPY-GDP exchange fluorescence; AID 720709;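 further: potency means the concentration at half of the fitted maximal effect; plate controls were vehicle for no effect and positive control for full effect; nearly all actives have a fitted effect of over 50% in size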
PTHR1 agonist: PTHR1 (human) receptor agonism; HEK293 GP2 PTHR1 cells, GloSensor cAMP luminescence, 1 h; Q03431; AID 743266; 410,000 tested, 0.075% active; Potency, µM (top dose mostly 115 µM), for inactives: at the highest dose activation, most hits filed as activators; further: potency means the concentration at half of the fitted maximal effect; nearly all actives have a fitted effect of over 55% in size; some results filed as inactive show a strong effect at the top dose; inactives centre near -15; many of its hits are not listed in these tables
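HEK-293-derived GP2 cells expressing PTHR1 and a GloSensor cAMP reporter, 3,000/well, plated overnight, given luciferin plus IBMX (each 0.5 mM as added) for 1 h at 37 °C, then compound for 1 h at 37 °C. Luminescence was read after 15 min at room temperature.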
EPAC1 agonist: activates human EPAC1 exchange factor; EPAC1 agonist qHTS, biochemical assay; response scale: 100% = response to 6.5 mM cAMP; Potency, µM (series often up to 154 µM), for the others: at the highest dose activation, usual class: activators; 360,000 tested, 0.073% active; further: potency means the concentration at half of the fitted maximal effect; nearly all actives have a fitted effect of over 60% in size
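Nucleotide exchange assay: 100 nM EPAC1 with 250 nM Rap1B loaded with BODIPY-GDP and 50 uM GDP, room temperature. Fluorescence (480/540 nm) read every 5 min for 30 min; signal change normalized to 6.5 mM cAMP as full agonist.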
IL2 activator: IL-2 activation | AID 652025 | activation, % (series mostly up to about 46 µM) | IL-2 activation reporter assay, cell-based qHTS; stimulated with anti-CD3/CD4/CD28 beads; in transgenic mouse T cells | 360,000 tested, 0.065% active; in the data active means activation above about 50%; inconclusive means mostly about 30% to 49%; further: 0% is about no effect
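Unstimulated transgenic mouse T cells preincubated 60 min with compound, then stimulated with anti-CD3/anti-CD4-coated beads plus anti-CD28 for 18 h at 37 degrees C. IL-2 response read as EGFP and DsRed fluorescence by plate cytometry.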
GLP1R ag: activates the human GLP-1 receptor. P43220. HEK293 GLP-1R CRE-luciferase, luminescence, 4-6 h; cells express a hypersensitive GLP-1R form. Potency, µM (top dose mostly 45.6 µM), for inactives: top-dose activation, usual class: activators. 380,000 tested, 0.007% active. AID 624172; further: potency means the concentration at half of the fitted maximal effect; % of control where 0% means no effect
HEK293 tox: cytotoxic in the GLP-1 receptor inverse agonist counter-screen | HEK293 cAMP-luciferase reporter cells, luminescence, 24 h | Potency, µM (top dose mostly 38.3 µM), for the others: at the top dose activity change, negative = inhibition, hits mostly inhibitors | 410,000 tested, 0.13% active | AID 624418;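 further: loss of luciferase light is scored as toxicity; potency means the concentration at half of the fitted maximal effect; on the % scale 0 is the no-effect control and ±100 the full control effect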
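Here, cytotoxicity is scored as loss of luminescence. The MLSMR collection was tested on cells seeded in medium containing 10% Nu serum, with a 24 hr compound exposure preceded by 12 hours of culture.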
PI5P4Ka inh: PI5P4K alpha (human) kinase inhibition; P48426; PI5P4Kalpha enzyme, ADP-Glo luminescence, 60 min; hits give low values; max response, %; 330,000 tested, 1.2% active; AID 652105; active means max response of -50% or lower; inconclusive means between -30% and -50%; inactive means -30% or higher; further: value at the top dose of about 77 µM; on the % scale 0 is the no-effect control and ±100 the full control effect
Target sequence (P48426 whole entry, looked up): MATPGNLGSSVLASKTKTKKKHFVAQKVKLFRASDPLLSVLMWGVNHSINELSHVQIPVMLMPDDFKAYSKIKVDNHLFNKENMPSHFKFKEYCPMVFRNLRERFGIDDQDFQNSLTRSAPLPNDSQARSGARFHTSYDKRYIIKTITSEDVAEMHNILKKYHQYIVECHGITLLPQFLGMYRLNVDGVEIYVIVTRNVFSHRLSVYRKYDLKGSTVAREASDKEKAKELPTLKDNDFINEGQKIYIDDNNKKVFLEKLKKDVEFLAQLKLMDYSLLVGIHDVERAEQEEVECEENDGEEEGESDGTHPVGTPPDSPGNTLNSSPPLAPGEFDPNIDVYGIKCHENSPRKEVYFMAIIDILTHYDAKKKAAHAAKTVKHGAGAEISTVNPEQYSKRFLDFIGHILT
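PI5P4Kalpha ADP-Glo assay; 5 microM ATP final; 60 min RT reaction; HEPES pH 7.4/EGTA/CHAPS, 5% DMSO; controls lacking substrate or enzyme; luminescent end-point.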
GLP-1R inv ag: acts as inverse agonist at human GLP-1 receptor; Potency, µM (highest dose often 38.3 µM), for inactives: top-dose activity change, negative = inhibition, usual class: inhibitors; 410,000 tested, 1.6% active; AID 624417; P43220; HEK293 GLP-1R CRE-luciferase, luminescence, 24 h; GLP-1R form is constitutively active; further: potency means the concentration at half of the fitted maximal effect; on the % scale 0 is the no-effect control and ±100 the full control effect; nearly all actives have a fitted effect of over 55% in size
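Constitutively active GLP-1R drives a cAMP-responsive luciferase in stably transfected HEK293 cells; test compounds are added after overnight (12 h) attachment and left 24 hr, and signal loss in luminescence marks inhibition.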
PLK1 PBD block: inhibitors of human PLK1 polo-box domain binding | 360,000 tested, 2.8% active | Plk1 PBD binding of FITC phosphopeptide, fluorescence polarization | AID 720504 | Potency, µM, inactives show max response, negative = inhibition, hits mostly inhibitors | P53350; further: potency means the concentration at half of the fitted maximal effect; series mostly up to about 57 µM; on the % scale 0 is the no-effect control and ±100 the full control effect; nearly all actives have a fitted effect of over 65% in size
* marks the source's active call; other numbers are inactive results; i = inactive; ? = inconclusive; nt = not tested or not shown; & = joins results of further samples; [ ] = another dose, or the depositor's remark. Unless noted, the call rests on the fitted dose curve; in most records, active means well fitted curve in the direction sought with a large enough effect; inconclusive means small, poorly fitted or top-dose-only effect, or another doubt; inactive means no such curve, though single readings can be large; an effect the other way counts as inactive or inconclusive. This is a subset, so the mix of outcomes need not match the whole.

Key to letters – A = EPAC1 antag; B = PTHR1 agonist; C = EPAC1 agonist; D = IL2 activator; E = GLP1R ag; F = HEK293 tox; G = PI5P4Ka inh; H = GLP-1R inv ag; I = PLK1 PBD block
canonical_smiles: COc1c(O)c(O)c2oc(-c3ccccc3)cc(=O)c2c1OC
  A: -14.9%; B: -63.5%[inhibitor]; C: -0.5%; D: 4.1; E: 6.8%; F: 24.8%; G: -22.7; H: 17.5%; I: -0.4%

canonical_smiles: Cc1ccn2c(=O)nc(SCC(=O)N3CCC(Cc4ccccc4)CC3)nc2c1
  A: -25.0%; B: i; C: -0.3%; D: -2.9; E: 15.3%; F: 0.7%; G: ?; H: -23.9%; I: 3.5%

canonical_smiles: CC(=O)N1CCc2c(sc3c2c(=O)n(-c2ccccc2)c(=O)n3CC(=O)c2ccccc2)C1
  A: nt; B: 0.0%; C: nt; D: nt; E: 0.5%; F: 3.9%; G: nt; H: 10.0%; I: nt

canonical_smiles: Cc1cc(SCC(=O)Nc2ccccc2C)nc(C)n1
  A: -12.5%; B: -7.2%[57.5 µM]; C: 1.6%; D: -0.4; E: 0.5%; F: 2.1%; G: 0.4; H: 0.0%; I: -0.2%

canonical_smiles: O=C(NCC1(c2ccccc2)CCCC1)c1cccc(Br)c1
  A: -13.1%; B: -10.8%; C: 15.1%; D: -2.9; E: 2.3%; F: 12.2%; G: 2.5; H: ?; I: -29.5%

canonical_smiles: CCc1ccc2c(c1)cc(CN(C(=S)Nc1cccc(C)c1)C1CC1)c1nnnn12
  A: ?; B: i; C: 13.1%; D: -0.8; E: 13.0%; F: 11.8%; G: nt; H: 38.9%[activator]; I: ?

canonical_smiles: COc1ccc(N2Cc3cccc(C(=O)NC(C)CCc4ccco4)c3C2=O)cc1 (stereo not drawn)
  A: ?; B: -36.8%[inhibitor]; C: -4.6%; D: -3.4; E: 29.8%; F: -18.8%; G: -11.1; H: ?; I: ?

canonical_smiles: Cc1cccnc1NC(=O)CCc1nnc2ccc(NCc3ccco3)nn12
  A: 19.3%; B: i; C: -4.2%; D: -1.9; E: -1.5%; F: 0.3%; G: -13.3; H: 40.7%[activator]; I: -8.6%

canonical_smiles: CC(C(=O)Nc1ccccc1Oc1ccccc1)c1ccccc1 (stereo not drawn)
  A: -7.8%; B: -0.7%; C: 2.1%; D: -5.1; E: -0.9%; F: -3.2%; G: 9.4; H: ?; I: 3.4%

canonical_smiles: COc1ccc(NC2CCCN(C(=O)c3cccs3)C2)cc1 (stereo not drawn)
  A: 14.1%; B: -2.4%; C: 10.5%; D: -2.7; E: 2.5%; F: -6.2%; G: -1.6; H: -4.2%; I: -8.4%

canonical_smiles: O=C(CSc1nnnn1-c1ccc(Cl)cc1)N1CCNC1=O
  A: -5.0%; B: i; C: -12.3%; D: -2.1; E: 0.0%; F: 15.6%; G: 1.6; H: 19.6%; I: 1.8%

canonical_smiles: Cc1ccccc1Cn1cnc2c(oc3ccccc32)c1=O
  A: -18.1%; B: -24.0%; C: 6.5%; D: -1.1; E: 11.4%; F: 6.6%&-2.2%; G: 6.5; H: -7.4%&-0.9%; I: -11.0%

canonical_smiles: CNC(=O)N(O)C1N(NC(=O)Nc2ccccc2)C(=S)SC1(C)C (stereo not drawn)
  A: -0.4%; B: -8.2%; C: -2.7%; D: 0.9; E: 11.9%; F: -4.4%; G: -1.1; H: -15.1%; I: 0.1%

canonical_smiles: CCN(CC1CCCN(CCc2cccc(OC)c2)C1)C(=O)C=C(C)C (stereo not drawn)
  A: 12.8%; B: 21.7%; C: 2.6%; D: 0.6; E: -0.1%; F: -39.5%; G: -5.7; H: 1.3%; I: 1.8%

canonical_smiles: Cc1nn(-c2ccc(F)cc2)c(C)c1NS(=O)(=O)c1ccc2ccccc2c1
  A: -5.2%; B: -18.7%; C: ?; D: 1.3; E: 0.9%; F: ?; G: nt; H: ?; I: 0.8%

canonical_smiles: Cc1nnc(SCc2nnc(-c3ccccc3Br)o2)n1-c1ccccc1
  A: 0.6%; B: -7.5%; C: 7.1%; D: -0.7; E: 8.8%; F: ?; G: nt; H: 7.1%; I: -13.1%

canonical_smiles: N#Cc1cc2c(nc1Cl)CCCC2
  A: -6.0%; B: i; C: -5.2%; D: 1.7; E: 0.1%; F: 0.1%; G: 2.3; H: 12.8%; I: -7.2%

canonical_smiles: CN(C)S(=O)(=O)Nc1cccc(-c2cn3c(n2)SCC3)c1
  A: -12.0%; B: -0.5%; C: 10.5%; D: -0.6; E: 2.2%; F: -12.7%; G: -1.8; H: -19.4%; I: ?

Sorted by number of heavy atoms (descending): 7 of the compounds above.
Key to letters – A = EPAC1 antag; B = PTHR1 agonist; C = EPAC1 agonist; D = IL2 activator; E = GLP1R ag; F = HEK293 tox; G = PI5P4Ka inh; H = GLP-1R inv ag; I = PLK1 PBD block
canonical_smiles: COc1ccc(N2Cc3cccc(C(=O)NC(C)CCc4ccco4)c3C2=O)cc1 (stereo not drawn)
  A: ?; B: -36.8%[inhibitor]; C: -4.6%; D: -3.4; E: 29.8%; F: -18.8%; G: -11.1; H: ?; I: ?

canonical_smiles: Cc1ccn2c(=O)nc(SCC(=O)N3CCC(Cc4ccccc4)CC3)nc2c1
  A: -25.0%; B: i; C: -0.3%; D: -2.9; E: 15.3%; F: 0.7%; G: ?; H: -23.9%; I: 3.5%

canonical_smiles: Cc1nn(-c2ccc(F)cc2)c(C)c1NS(=O)(=O)c1ccc2ccccc2c1
  A: -5.2%; B: -18.7%; C: ?; D: 1.3; E: 0.9%; F: ?; G: nt; H: ?; I: 0.8%

canonical_smiles: CNC(=O)N(O)C1N(NC(=O)Nc2ccccc2)C(=S)SC1(C)C (stereo not drawn)
  A: -0.4%; B: -8.2%; C: -2.7%; D: 0.9; E: 11.9%; F: -4.4%; G: -1.1; H: -15.1%; I: 0.1%

canonical_smiles: CN(C)S(=O)(=O)Nc1cccc(-c2cn3c(n2)SCC3)c1
  A: -12.0%; B: -0.5%; C: 10.5%; D: -0.6; E: 2.2%; F: -12.7%; G: -1.8; H: -19.4%; I: ?

canonical_smiles: Cc1cc(SCC(=O)Nc2ccccc2C)nc(C)n1
  A: -12.5%; B: -7.2%[57.5 µM]; C: 1.6%; D: -0.4; E: 0.5%; F: 2.1%; G: 0.4; H: 0.0%; I: -0.2%

canonical_smiles: N#Cc1cc2c(nc1Cl)CCCC2
  A: -6.0%; B: i; C: -5.2%; D: 1.7; E: 0.1%; F: 0.1%; G: 2.3; H: 12.8%; I: -7.2%

Screening data (PubChem)
